Bioassay records as filed in PubChem.
hcDAF-12 act: activates DAF-12 receptor from parasite H. contortus | HEK293 hcDAF-12 lit1-tk-luc reporter, luminescence; 0% DMSO, 100% Δ7-dafachronic acid | activation, % at 6.8 µM | hit rate 1.4% among 370,000 | AID 652067;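 active = activation above the mean of all tested compounds plus 3 SD, cut at about 5.5% in these data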;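 also: 100% = response to 3 µM Δ7-dafachronic acid high control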
KLK7 zymogen act: activators of human kallikrein-7 zymogen; P49862; purified proKLK7, EDANS-DABCYL substrate fluorescence; 100% is mature enzyme control, 0% vehicle; activation, % at 7 µM; hit rate 0.9% among 370,000;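 active = activation above the mean of all tested compounds plus 3 SD, computed per campaign excluding outliers beyond control limits, cut at about 13% in these data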
DAX1 inh-1: inhibitors of human orphan nuclear receptor DAX1 (NR0B1); P51843; HEK293 Gal4-DAX1 luciferase reporter, luminescence; inhibition, % at 6.75 µM; hit rate 0.99% among 340,000; AID 504766;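 active = inhibition above the mean over all tested compounds plus 3 SD, cut at about 4.2% in these data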;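 also: 0% = DAX1-transfected cells with DMSO and 100% = empty-vector control cells with DMSO; inhibition shows as a rise in luminescence from relieved DAX1 repression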
GAA850 FXN act: frataxin GAA850 promoter activation | HEK293 lucGAA850 FXN promoter luciferase reporter, 24 h; percent of 10 µM SAHA response | activation, % at 6 µM | hit rate 0.56% among 360,000 | AID 540364;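 active = activation above the average of all compounds screened plus 3 SD, cutoff fixed separately per campaign, cut at about 7.5% in these data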;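 also: 0% = DMSO wells and 100% = 10 µM SAHA wells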
GC-A act: GC-A (human) enzyme activation. P16066. HEK293 GC-A cells, cGMP TR-FRET, EC30 ANP; 0% at EC30 ANP, 100% saturating ANP. activation, % at 10 µM. hit rate 0.14% among 370,000; in the data active = activation above about 40%
SMARCA2 activ: activators of SMARCA2 function | activation, % at 9.1 µM | MG213 cells, MMTV-luciferase reporter, dexamethasone, overnight | hit rate 1% among 370,000 | AID 652017; in the data active = activation above about 7.8%;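 also: 0% = vehicle wells and 100% = reference activator wells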
DAX1 inh-2: inhibitors of DAX1 repression of SF-1 activated StAR promoter | HEK293T StAR-luciferase reporter, SF-1/DAX-1 repression relief | AID 652010 | inhibition, % at 6.8 µM | hit rate 1.1% among 370,000;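 active = inhibition above the mean over all tested compounds plus 3 SD, cut at about 3.6% in these data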;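 also: 0% = DAX-1 cells with DMSO and 100% = cells lacking DAX-1 with DMSO; higher inhibition means more luminescence from relief of DAX-1 repression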
hgDAF12 agonist: hgDAF-12 agonism, primary luciferase screen; HEK293 GAL4-hgDAF12 UAS-luciferase reporter, agonist luminescence; normalized to butyrate control; activation, % at 6.8 µM; hit rate 1.8% among 370,000; AID 687014;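 active = activation above a cutoff set at the mean of all screened compounds plus 3 SD, cut at about 10% in these data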;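 also: 0% = DMSO wells and 100% = sodium butyrate wells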
sPLA2-III inh: Inhibits HGIII-sPLA2 liposome hydrolysis, primary screen; Q9NZ20; QFRET BODIPY PC-A2 liposome hydrolysis, fluorescence; inhibition, % at 12.2 µM; hit rate 0.56% among 370,000; AID 743126;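 active = inhibition above mean plus 3 SD of compounds lying within the high and low control bounds, cut at about 19% in these data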;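 also: 0% = median of test compound wells and 100% = no enzyme DMSO wells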
NPR2 activator: GC-B (human) receptor activation | hit rate 0.11% among 370,000 | HEK293-GC-B cells, CNP EC30, cGMP TR-FRET; 0% at EC30 CNP, 100% saturating CNP | P20594 | activation, % at 10 µM;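 active = activation at 10 µM reaching about 35% in either raw or pattern-adjusted values, limit read from the data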
Target sequence (P20594 whole entry, looked up): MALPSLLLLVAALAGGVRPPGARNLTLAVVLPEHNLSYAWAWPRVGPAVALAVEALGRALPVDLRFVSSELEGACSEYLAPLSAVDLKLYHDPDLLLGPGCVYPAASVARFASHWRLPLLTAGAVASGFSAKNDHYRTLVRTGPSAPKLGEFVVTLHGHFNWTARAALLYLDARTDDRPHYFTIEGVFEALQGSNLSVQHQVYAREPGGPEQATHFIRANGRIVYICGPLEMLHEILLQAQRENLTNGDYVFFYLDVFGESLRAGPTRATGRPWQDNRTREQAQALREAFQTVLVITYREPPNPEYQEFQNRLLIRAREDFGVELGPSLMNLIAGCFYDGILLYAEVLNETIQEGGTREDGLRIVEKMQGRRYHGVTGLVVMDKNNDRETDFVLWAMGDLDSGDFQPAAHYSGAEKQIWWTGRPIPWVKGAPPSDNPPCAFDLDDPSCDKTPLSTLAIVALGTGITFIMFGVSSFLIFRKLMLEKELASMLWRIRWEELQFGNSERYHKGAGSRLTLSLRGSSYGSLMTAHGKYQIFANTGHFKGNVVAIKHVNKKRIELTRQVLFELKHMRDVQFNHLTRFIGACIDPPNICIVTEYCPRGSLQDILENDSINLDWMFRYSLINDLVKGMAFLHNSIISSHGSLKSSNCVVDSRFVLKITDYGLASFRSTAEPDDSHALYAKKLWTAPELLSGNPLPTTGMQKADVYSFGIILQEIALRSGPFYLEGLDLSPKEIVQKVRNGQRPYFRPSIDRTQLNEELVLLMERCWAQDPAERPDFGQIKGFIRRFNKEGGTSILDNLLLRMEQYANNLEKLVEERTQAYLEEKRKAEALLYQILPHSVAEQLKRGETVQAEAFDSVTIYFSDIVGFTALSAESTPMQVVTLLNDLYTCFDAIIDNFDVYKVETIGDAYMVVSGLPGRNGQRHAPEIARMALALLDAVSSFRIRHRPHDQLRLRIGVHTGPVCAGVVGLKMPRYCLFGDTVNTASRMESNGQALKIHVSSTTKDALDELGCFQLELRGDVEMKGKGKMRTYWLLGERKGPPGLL
ssDAF12 agonist: activators of S. stercoralis DAF-12 nuclear receptor; HEK293 ssDAF-12/GRIP1 lit1-tk-luc reporter, luminescence; % of 3 µM dafachronic acid response; activation, % at 6.8 µM; hit rate 1% among 370,000;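 active = activation above the mean over all tested compounds plus 3 SD, cut at about 0.9% in these data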;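 also: 0% = DMSO-only wells and 100% = 3 µM delta7-dafachronic acid wells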
Active calls of the source: *; . = no result given.

structure	ssDAF12 agonist	DAX1 inh-1	GAA850 FXN act	DAX1 inh-2	hcDAF-12 act	hgDAF12 agonist	GC-A act	NPR2 activator	KLK7 zymogen act	SMARCA2 activ	sPLA2-III inh
CC(=O)CSc1nc(-c2cccs2)c(C#N)c(=O)[nH]1	-0.1	0.3	1.2	0.3	-1.2	0.8	30	8	-0.6	3	-23
CN1CCN(c2nc(N3CCN(c4ccccc4)CC3)ncc2F)CC1	-1.8	-0.9	0.1	-0.2	-3.0	0.7	1	8	0.7	3	-1
COc1ccc(C(=O)N/N=C2\SCC(=O)N2Cc2ccc3c(c2)OCO3)c(OC)c1	-0.5	-1.1	1.0	-0.1	-1.4	-1.5	1	-3	0.6	-2	2
Cc1ccc(N=c2c([N+](=O)[O-])nn(-c3ccccc3)n2O)c(C)c1	-0.1	0.1	5.0	-0.9	3.9	7.0	0	-3	-0.3	0	-6
CCCOc1ccc(-c2nnc(-c3ccco3)o2)cc1	0.0	-3.0	-1.2	3.7*	4.5	11*	-4	-11	0.4	5	2
Cn1ccc2c(-c3ccc4c(c3)OCCO4)cc3c(c21)C1CCC3O1 (stereo unspecified)	-0.9	.	.	1.1	0.9	4.2	5	4	-1.8	-2	1
COC(=O)C1NC(=O)N2C(C(=O)OC)C(C)(C)S[C@H]12 (stereo partly specified)	-0.7	-0.3	0.1	0.1	-0.4	1.9	3	0	0.6	2	-12
O=C(CSc1nnc(C2CC2)n1Cc1ccccc1)c1ccc(S(=O)(=O)N2CCOCC2)cc1	0.1	2.1	0.6	0.1	-0.6	-2.3	0	2	0.0	2	-44
Cc1cccc(C)c1-n1nnnc1C(c1cccs1)N1CCN(C/C=C/c2ccccc2)CC1 (stereo unspecified)	-1.4	.	.	-0.1	-0.3	1.1	0	5	-0.2	-3	-5
Cc1cc(C)n2nc3ccccc3c2n1	-0.2	-0.9	-0.8	0.5	2.9	-0.1	6	0	-0.2	-1	5
COc1ccc(C(=O)NCCc2cc3c(OC)ccc(OC)c3[nH]c2=O)cc1OC	-1.0	1.1	-0.9	-0.4	-1.2	-0.4	0	-4	0.4	-3	8
Cc1ccc(S(=O)(=O)CCC(=O)OCC(=O)N2CCN(S(=O)(=O)c3ccccc3)CC2)cc1	-0.4	2.8	0.8	1.3	-0.8	-0.6	-1	-1	-0.3	-2	0
COc1ccc(Cc2noc(CN(C)CC3(N4CCOCC4)CCCCC3)n2)cc1OC	-1.5	-0.1	-2.2	-1.0	-2.1	2.1	-1	3	0.9	-3	4
C=C1N(CCCCCC(=O)O)C(=O)OC12CCCCC2	-0.4	-0.4	-0.7	0.3	0.5	0.7	8	5	-0.3	-2	6
CCCc1cc2c(cc1N(C)S(=O)(=O)c1ccccc1)OCO2	-1.4	-2.0	-0.1	-0.8	-1.1	-1.3	-4	-3	0.0	-3	6
O=C1c2ccccc2C(=O)N1CCCCCc1nc(-c2ccccc2)no1	-1.0	1.0	0.9	0.2	-0.2	-1.0	4	6	-0.7	2	4
Cc1cc2c(c(=O)o1)[C@@]1(C(=O)N(C)c3c(Br)cccc31)C1=C(CCCC1=O)O2	-0.5	.	.	-0.8	-1.1	1.1	4	4	-0.1	2	-4
CCC1CCCCN1C(=O)c1sc2nc(C)nc(N(CC)CC)c2c1C (stereo unspecified)	-1.2	0.8	1.9	0.3	1.1	-1.8	1	3	-0.2	0	5
CCCCC(=O)Nc1ccc(NC(=O)c2ccccc2[N+](=O)[O-])cc1OC	-1.1	-0.2	0.5	0.3	-0.4	-2.3	-1	-1	-0.1	-1	-2
O=C(NCCc1ccccn1)c1cc(-c2cccc3ccccc23)nc2ccccc12	-1.9	-2.7	-0.5	-2.1	-4.3	-1.7	-2	-4	8.5	-2	0
Cc1ccc(S(=O)(=O)NC(CC(C)C)C(=O)N2CCCC2)cc1 (stereo unspecified)	-0.7	-0.6	-0.1	-1.1	-0.9	-0.7	1	-6	0.3	-2	7
Cc1ccc(O)c(-c2cc(-c3ccc(F)cc3)no2)c1	4.0*	7.7*	6.7	2.9	19*	20*	14	-7	0.3	5	-9
COc1ccc(NC(=O)C[C@H]2C(=O)N(CCc3ccccc3)C[C@@H]2C)cc1	-1.0	0.1	2.5	0.8	-0.6	-3.2	0	-1	-0.2	-5	7
COc1cccc(OCc2cc(C(=O)NCc3ccccn3)no2)c1	-0.1	1.7	6.5	0.9	4.1	7.0	-2	3	0.2	1	-3
COc1c(C)cc(S(=O)(=O)NCc2ccccn2)c(C)c1C	0.1	-1.0	1.0	0.1	-1.8	-0.5	5	3	0.2	2	-1
CCOC(=O)C(Cc1ccccc1)c1ccnc2ncnn12 (stereo unspecified)	-0.6	-0.8	0.3	0.1	3.0	0.8	0	1	-0.3	-3	2
N#Cc1c(/N=C/N2CCCC2)oc(-c2ccccc2)c1-c1ccccc1	-1.4	-0.2	1.5	-1.1	-0.7	2.0	11	4	-0.1	1	-1
CC(=O)Nc1ccc(-c2ccnc3c2CC(C(=O)NCCc2ccccc2)O3)cc1 (stereo unspecified)	-0.9	.	-0.1	0.2	-1.0	-1.1	-2	-4	0.1	-3	5
CC[C@H](C)[C@@H]1NC(=O)c2cc([N+](=O)[O-])cc(F)c2NCCCC[C@@H](C(N)=O)NC(=O)[C@H](CC(N)=O)NC1=O	-0.5	0.4	0.6	0.2	-1.8	1.6	1	2	0.2	0	5
C[C@H]1CN(S(=O)C(C)(C)C)[C@H](CCO)/C1=C\CCO (stereo partly specified)	-0.8	-0.4	-0.7	-0.7	3.0	-3.5	5	6	-0.4	-4	-2
CCCC(=O)Nc1nc2ccc(NC(=O)c3c(F)c(F)c(OC)c(F)c3F)cc2s1	-1.7	2.6	-1.0	-1.5	-0.9	-0.6	-3	0	-0.7	-3	-28
CCCN(CC1CC1)S(=O)(=O)c1ccc(-n2cnnn2)c(OC)c1	-0.9	0.7	0.3	-0.5	-1.7	-0.2	-1	-1	0.0	6	-2
O=C(c1ccccc1)n1ccc2ccc(-c3ccc4ccn(C(=O)c5ccccc5)c4c3)cc21	-0.3	.	.	-0.5	2.5	1.1	-1	-1	-6.9	0	-1
CCNC(=O)COC(=O)CCNC(=O)c1cccc(C)c1	-1.1	1.4	0.9	-0.6	0.8	-0.9	-1	2	-0.2	0	3
Cc1cc(Cn2nc(C(=O)NCC3CC3)cc2-c2ccccc2)on1	-1.0	-1.3	2.0	0.2	-1.0	-2.0	1	-1	0.3	2	2
CC(COc1cccc(F)c1)CN1CCC(C(O)(c2ccccc2)c2ccccc2)CC1 (stereo unspecified)	-0.9	.	.	0.7	-2.9	2.9	-12	-4	0.7	-6	-15
C=CCN=C1NC(c2ccc(F)cc2)C(C(=O)OC)=C(C)N1C (stereo unspecified)	-0.8	.	.	-0.9	0.0	0.1	-1	5	-0.3	-5	23*
CCOC(=O)/C(C#N)=C1/C=CN(c2ccc(C)cc2)C=N1	-1.6	2.4	1.5	2.1	1.9	4.8	1	-2	-0.1	4	1
O=C(COc1ccc2c3c(c(=O)oc2c1)CCC3)Nc1ccc(CCO)cc1	-1.2	0.5	0.9	-0.7	-0.3	-0.7	-3	-4	0.0	-2	7
Cc1ccc(S(=O)(=O)CCOC(=O)CNC(=O)OCc2ccccc2)cc1	-1.1	-0.1	1.5	-2.7	0.4	-1.1	2	-3	0.2	-2	8
COC(=O)CCC(=O)Nc1cccc(Br)c1	-1.0	-0.3	-0.9	1.2	-1.2	0.6	3	-1	0.7	0	3
Cc1ccc(F)c(CNC(=O)C2CCC(=O)N(CCN3CCOCC3)C2)c1F (stereo unspecified)	-0.6	0.1	-0.3	0.5	-0.9	-0.2	0	2	-0.1	-2	8
CCCC1=NN(C(=O)C(=O)Nc2ccc(Br)cc2)C(O)(C(F)(F)F)C1 (stereo unspecified)	-1.4	-1.1	-0.6	-0.8	-1.1	-2.6	4	0	0.8	-2	-5
CC1(C)CC(=O)C(Sc2ccccc2[N+](=O)[O-])=C(O)C1	-0.8	1.3	-0.3	0.0	-0.1	-3.6	3	4	-0.1	4	-6
O=C(CCSc1ccc(Cl)cc1)N1CCN(S(=O)(=O)c2ccccc2)CC1	-1.5	-1.0	0.3	-0.7	-1.5	-3.9	4	-5	0.2	-3	-15
Cc1cc(C)n2nc(SCC(=O)N/N=C/c3ccccc3F)nc2n1	-0.9	-0.3	-0.7	0.2	-2.4	-0.9	3	-1	0.5	-3	5
Cc1c(C(=O)N2CCC3(CC2)CC(=O)c2ccccc2O3)cccc1[N+](=O)[O-]	-1.2	-0.2	0.5	-2.9	-0.2	-0.5	-1	-1	0.0	0	2
Cc1cnc([N+](=O)[O-])n1CCOC(=O)NC(=O)c1ccc(F)cc1	-1.3	0.2	1.0	-0.1	-0.7	-2.3	-1	-7	-0.9	1	2
Cc1cc(C)c2nc(N(CCCN(C)C)C(=O)c3ccc(S(=O)(=O)N4CCCCCC4)cc3)sc2c1	-1.2	-1.2	-0.6	3.0	-1.3	-2.0	-11	-5	-14	-7	-30
O=C(Cc1ccc(NC(=O)C2CCN(C(=O)C3CCC3)CC2)cc1)Nc1cccc(C(=O)N2CCCCC2)c1	-1.1	0.2	0.8	0.5	0.6	4.0	0	-2	0.2	0	-6
COc1ccc(CCN2CC(O)=C(c3nc4ccccc4c(=O)[nH]3)C2=N)cc1OC	-1.5	-0.1	1.8	-0.5	-1.2	-1.3	70*	-2	-0.4	2	0
CN1CCN(S(=O)(=O)c2ccc(N(C)Cc3cccc(F)c3)nc2)CC1	-1.6	-0.2	-0.2	0.4	-1.4	2.0	-1	1	0.5	-2	-2
COc1ccc(C(=O)N/N=C/c2ccc(OC(=O)c3cccc4ccccc34)c([N+](=O)[O-])c2)cc1	-1.3	-0.9	0.3	-0.2	0.8	1.0	-1	-7	-0.4	-1	8
COCCOC(=O)N/C=C\c1nc2ccccc2c(=O)[nH]1	-1.0	-0.1	1.6	0.1	0.2	3.8	4	0	-0.5	-3	3
COc1ccc2c(c1)CCC1C2=NN(/C(C)=C\C(C)=O)C1c1ccc(F)cc1 (stereo unspecified)	-0.3	-0.8	4.3	0.2	6.0*	8.5	-3	-3	-1.1	5	-9
O=C1CC(N2CCN(Cc3ccc4c(c3)OCO4)CC2)C(=O)N1Cc1ccc(N2CCCC2=O)cc1 (stereo unspecified)	-1.5	-0.4	-1.8	-1.3	-2.3	0.4	1	7	0.8	-6	-2
C=CCn1c(SCc2ccc(Cl)c(Cl)c2)nnc1C(CO)NC(=O)c1ccc(OC)cc1 (stereo unspecified)	-2.0	-2.2	0.9	-1.3	-0.9	-3.0	-43	-13	-0.5	-2	-20
CCS(=O)(=O)N1CCCC(C(=O)NCCCN2CCCC2=O)C1 (stereo unspecified)	-1.5	0.7	0.4	0.8	-1.1	-0.6	5	-1	0.0	0	5
